# Bioassay records: PubChem BioAssay, The Scripps Research Institute Molecular Screening Center
# GalR3 antagonist: blocks the human galanin receptor 3 | inhibition, % at 3 µM | HEK293 GalR3-CNG cAMP membrane potential fluorescence; galR3 body fused to GalR1 C-terminus | 360,000 tested, 0.44% active | O60755;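 active = inhibition above the screen-wide average plus 3 SD, cut at about 13% in these data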;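 also: forskolin and galanin both at EC90 stimulate the cells; cAMP rise reported by CNG channel membrane potential dye signal; 0% = forskolin plus galanin with DMSO and 100% = forskolin alone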
# Target sequence (O60755 1-299 limits assumed): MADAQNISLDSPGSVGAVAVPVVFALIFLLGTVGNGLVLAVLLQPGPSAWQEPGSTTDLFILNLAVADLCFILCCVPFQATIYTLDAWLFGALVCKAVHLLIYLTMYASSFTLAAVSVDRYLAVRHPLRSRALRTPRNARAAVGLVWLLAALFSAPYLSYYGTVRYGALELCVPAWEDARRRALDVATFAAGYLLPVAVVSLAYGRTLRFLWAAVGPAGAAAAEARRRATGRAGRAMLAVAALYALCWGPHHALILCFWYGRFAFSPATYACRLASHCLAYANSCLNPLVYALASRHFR
# Numbers without * were called inactive.
SMILES,GalR3 antagonist
CCOC(=O)C1=CCN(S(=O)(=O)c2ccc(C)cc2)C1c1ccc(Cl)cc1 (centres undefined),-8
CC(C)Nc1ncnc2c1ncn2[C@H]1CN(Cc2ccc(-c3ccccc3)cc2)C[C@@H](CO)O1,-4
NC(=O)C1=C(c2ccccc2)c2ccccc2C1=O,-4
N=c1c2ccccc2nc2n1CCCCC2,-5
CC1(C(=O)NCc2ccccc2)CN(S(C)(=O)=O)CC(=O)N1CCc1ccccc1 (centres undefined),-7
O=C(Cc1ccccc1)NN=C1CCCC1,-2
Cc1ccsc1C(=O)N1CCCCCC1(C)C(=O)NCC(C)C (centres undefined),-5
COc1cc(Cn2c3ccc(NC(=O)CC(C)C(F)(F)F)cc3c(=O)n2C)ccc1F (centres undefined),-6
CCOC(=O)[C@]12CCCC=C1N(Cc1cccc3ccccc13)C(=O)[C@H](CC(=O)NCc1ccccc1)C2,-7
CC(C)C[C@@H]1COc2cccc(N(C)CCO)c2S(=O)(=O)N1,-7
CC(C)Cc1nnc(NS(=O)(=O)c2ccccc2)s1,-5
CC(O)(c1ccccc1)c1nc(/C=C/c2ccccc2)cs1 (centres undefined),-5
CCOC(=O)[C@]12CCC=C1N(Cc1ccco1)C(=O)[C@H](CC(=O)NCCc1ccccc1OC)C2,-4
COc1ccc(NC(=O)c2sc(=O)n(Cc3ccccc3C#N)c2C)cc1OC,-2
N#CC1=CC2CN(Cc3ccccc3)C1C1C(=O)N(c3ccccc3)C(=O)C21 (centres undefined),-6
CC(C)C(NC(=O)c1ccco1)C(=O)OCC(=O)N1CC(=O)Nc2ccccc21 (centres undefined),-6
COCCNc1nc(Oc2cccc3ccccc23)c2sccc2n1,-6
C[C@H](CO)N1C[C@H](C)[C@@H](CN(C)Cc2ccc(-c3ccccc3)cc2)Oc2ncc(C#C[C@@H](C)O)cc2C1=O,-4
CCc1nc2ccc(C(=O)NCCOc3ccc(OC)cc3)cn2c1N(C)Cc1nccn1C,-7
C[C@@H]1CN([C@@H](C)CO)C(=O)CCCn2nncc2CO[C@H]1CN(C)C(=O)CCC(F)(F)F,-8
c1ccc(-c2ccc3c(n2)CCCN3Cc2ccccn2)cc1,-6
C=C1C(=O)[C@]23C[C@H]1CCC2[C@]1(C)CCC[C@@](C)(C(=O)O)C1C[C@@H]3O (some centres undefined),-5
C[C@@H]1CN([C@@H](C)CO)C(=O)CCCn2nncc2CO[C@@H]1CN(C)S(=O)(=O)c1ccccc1C#N,-2
C[C@H]1Cn2cnc(C(=O)N[C@@H](Cc3c[nH]c4ccccc34)C(=O)OC(C)(C)C)c2C(=O)N1,-4
CC1Cc2[nH]c(=S)[nH]c(=O)c2C(C)O1 (centres undefined),-4
# The list goes on:
SMILES,GalR3 antagonist
CC(C)Cc1ccc(C(C)/C=C2/CCC(CN3CCCCC3)C2=O)cc1 (centres undefined),-6
Cc1cc(C(=O)N2CCC2(C)C(=O)NCc2cccc3ccccc23)nn1C (centres undefined),-2
CC(=O)C1=C(C)N=c2s/c(=C/c3ccc4c(c3)OCO4)c(=O)n2C1c1ccc(N(C)C)cc1 (centres undefined),-6
Cc1ccc(-n2c(=O)c3c(c4cc(C)ccc4n3C)n(CC(=O)NCC3CCCO3)c2=O)cc1 (centres undefined),-4
COC(=O)[C@]12C[C@H](CC(=O)NCC3CCCCC3)C(=O)N(CCc3ccc(OC)c(OC)c3)C1=C[C@H](C(C)(C)C)O[C@@H]2C,-4
O=C(c1ccc(F)cc1)N1CCN(S(=O)(=O)c2ccc3c(c2)OCCO3)CC1,-3
OC1OC2COC(c3ccccc3)OC2C(O)C1O (centres undefined),-6
Cc1ccc(OCc2cc(C(=O)N(C)Cc3cnn(C)c3)no2)cc1C,-1
NC(=O)c1ncn([C@@H]2O[C@H](C(=O)O)[C@@H](O)[C@H]2O)n1,-7
O=CN1CCN(C(=O)Cc2ccc(Cl)cc2)CC1,-6
Cc1noc(C)c1COc1ccccc1C(=O)NC(C)c1ccc(F)cc1 (centres undefined),-3
CCc1ccc(OC2(C)CCN(Cc3ccccc3OC(F)F)C2)cc1 (centres undefined),-5
C[C@@H]1CN([C@H](C)CO)C(=O)CCCn2cc(nn2)CO[C@H]1CN(C)C(=O)Nc1cccc(C(F)(F)F)c1,-3
O=C1NC[C@H](CCCCN2C[C@H](Cc3ccc(O)cc3)N(CC3CCCCC3)C(=O)C2=O)N(CCc2ccc(O)cc2)C1=O,-5
NC(Cc1ccc(Cl)cc1)c1csc(Nc2cc(Oc3ccccc3)ncn2)n1 (centres undefined),-4
CC(C)(C)NC(=O)C(c1ccnc2ccccc12)n1c(=O)c(-c2cc3ccccc3[nH]2)nc2ccccc21 (centres undefined),-5
CS(=O)(=O)N1CCCCC1CCN1CCCCC1 (centres undefined),-5
Clc1cccc(Cc2c(-c3cccc(Cl)c3)nc3ccc(Br)cn23)c1,-1
O=C(Nc1ccc2c(c1)CCO2)Nc1nnc([C@H]2C[C@H](O)[C@@H](CO)O2)s1,-5
CCOC(=O)C1(Cc2ccccc2)CCCCCC1=O (centres undefined),-6
O=[N+]([O-])c1cc(Br)ccc1NS(=O)(=O)c1ccccc1,2
CCOC1=C2[C@@H](CN(S(=O)(=O)c3ccc(C)cc3)[C@H]2c2ccccc2Cl)[C@H]2C(=O)N(C(C)(C)C)C(=O)[C@H]2C1,-7
COC(=O)N1C[C@H](OC(=O)c2ccc(-c3ccccc3)cc2)[C@H]2C[C@@H]1c1ccccc1O2,-5
CCOc1ccccc1C=NN=Cc1ccccc1O,-8
COC(=O)[C@@]1(Cc2ccccc2)[C@H]2C(=O)N(C)C(=O)[C@H]2[C@H]2CN=C(SCc3ccc(C)cc3)N21,-5

# For reference, part of the list above:
SMILES,GalR3 antagonist
O=CN1CCN(C(=O)Cc2ccc(Cl)cc2)CC1,-6
Cc1noc(C)c1COc1ccccc1C(=O)NC(C)c1ccc(F)cc1 (centres undefined),-3
CCc1ccc(OC2(C)CCN(Cc3ccccc3OC(F)F)C2)cc1 (centres undefined),-5
C[C@@H]1CN([C@H](C)CO)C(=O)CCCn2cc(nn2)CO[C@H]1CN(C)C(=O)Nc1cccc(C(F)(F)F)c1,-3
O=C1NC[C@H](CCCCN2C[C@H](Cc3ccc(O)cc3)N(CC3CCCCC3)C(=O)C2=O)N(CCc2ccc(O)cc2)C1=O,-5
NC(Cc1ccc(Cl)cc1)c1csc(Nc2cc(Oc3ccccc3)ncn2)n1 (centres undefined),-4
CC(C)(C)NC(=O)C(c1ccnc2ccccc12)n1c(=O)c(-c2cc3ccccc3[nH]2)nc2ccccc21 (centres undefined),-5
CS(=O)(=O)N1CCCCC1CCN1CCCCC1 (centres undefined),-5
Clc1cccc(Cc2c(-c3cccc(Cl)c3)nc3ccc(Br)cn23)c1,-1
O=C(Nc1ccc2c(c1)CCO2)Nc1nnc([C@H]2C[C@H](O)[C@@H](CO)O2)s1,-5
CCOC(=O)C1(Cc2ccccc2)CCCCCC1=O (centres undefined),-6
O=[N+]([O-])c1cc(Br)ccc1NS(=O)(=O)c1ccccc1,2
CCOC1=C2[C@@H](CN(S(=O)(=O)c3ccc(C)cc3)[C@H]2c2ccccc2Cl)[C@H]2C(=O)N(C(C)(C)C)C(=O)[C@H]2C1,-7
COC(=O)N1C[C@H](OC(=O)c2ccc(-c3ccccc3)cc2)[C@H]2C[C@@H]1c1ccccc1O2,-5
CCOc1ccccc1C=NN=Cc1ccccc1O,-8

# (more compounds)
SMILES,GalR3 antagonist
COc1ccc(F)cc1-c1cc(C(=O)Nc2cccnc2)[nH]n1,-7
O=c1cc(CN2CCOCC2)c2ccccc2o1,-7
CC(C)CN(C(=O)COC(=O)c1cc(=O)[nH]c2ccccc12)c1c(N)n(Cc2ccccc2)c(=O)[nH]c1=O,-1
COc1ccc(CN2C(=O)C(CC(=O)NC3CCCCC3)CC(C(=O)N(C)C)=C2C)cc1 (centres undefined),-5
O=C(c1ccc(CS(=O)Cc2cccc(Cl)c2)o1)N1CCN(c2ccc(F)cc2)CC1 (centres undefined),-3
CNc1nc(Oc2ccc3sc(C)nc3c2)c2sccc2n1,-9
Cc1ccc2ccc(C(Nc3ccccc3)c3ccc(Cl)cc3)c(O)c2n1 (centres undefined),-7
O=C(NCc1ccncc1)C1Cc2c(-c3ccc4c(c3)OCO4)ccnc2O1 (centres undefined),-9
Cc1occc1-c1nnc(SC(C)C(=O)Nc2ccccc2F)o1 (centres undefined),-3
CC(C)(C)OC(=O)N1CCC(C(=O)Nc2cccc(C(=O)N3CCCC3)c2)CC1,-3
Cc1ccc(C2NC(=O)c3ccccc3N2)c(C)c1 (centres undefined),7
Oc1ccccc1C=NN=CC=Cc1ccccc1,-5
CN1CCN(C(=O)c2ccc(-c3cc4nc(NCc5cccnc5)n(C)c(=O)c4s3)cc2)CC1,-4
Cc1ccc(NS(=O)(=O)c2ccc(-n3cccn3)cc2)c(Br)c1,-7
CCN1C(=O)[C@H]2[C@@H](c3ccc(C)cc3)N[C@]3(CCCN(Cc4ccc(Cl)cc4)C3=O)[C@H]2C1=O,-7
CCOc1ccc(NC(=O)CN(C)C(=O)c2cc(C3CC3)nn2-c2ccccc2)cc1OCC,-1
CCOC(=O)C1(C)CCCN(C(=O)Cc2ccc3ccccc3c2)C1 (centres undefined),-6
CCOC(=O)[C@@H]1CSCCS(=O)(=O)N1Cc1ccc(C(F)(F)F)cc1,-6
Cc1noc(NS(=O)(=O)c2ccc(NC(=O)c3ccccc3NS(=O)(=O)c3ccc(F)c(F)c3)cc2)c1C,-9
CN1CCCCC(NC(=O)c2c(F)cccc2F)C1=O (centres undefined),-5
CC1=C(C(=O)OC(C)C)C(c2ccc(Cl)cc2)n2c(sc(=Cc3ccc(OCC(=O)O)cc3)c2=O)=N1 (centres undefined),-4
COc1ccc(-c2csc(NC(=O)CS(=O)(=O)c3ccccc3)n2)cc1OC,-4
CN(CCc1ccccc1)C(=O)c1ccc(NC(=O)Cc2cccc(NC(=O)C3CCN(C(=O)C4CCCC4)CC3)c2)cc1,-4
CC1(C(=O)NS(=O)(=O)c2ccccc2Cl)CCN1C(=O)Cc1ccc(Cl)cc1Cl (centres undefined),-5
CCC(CC)C(=O)N(C)c1c(C)nc2c(OCc3ccc(Cl)cc3)cccn12,-6
# Additional compounds follow:
SMILES,GalR3 antagonist
Cc1ccccc1S(=O)(=O)N1CCCc2nc(-c3ccccc3)ccc21,-6
CC(C)CN(C(=O)c1cc(Cl)nc2ccccc12)C1CCS(=O)(=O)C1 (centres undefined),1
COc1ccc(CN(C2CCCC2)S(=O)(=O)c2cc(Br)ccc2Br)c(OC)c1,-5
CCOC(=O)C1=CCN(S(=O)(=O)c2ccc(C)cc2)C1c1ccc(Br)cc1 (centres undefined),-9
CC(=O)c1c(O)cc(O)cc1O,-6
C[C@@H]1CN([C@H](C)CO)C(=O)CCCn2nncc2CO[C@H]1CN(C)S(C)(=O)=O,-1
CCOC(=O)[C@]12CCCC=C1N(CCC1=CCCCC1)C(=O)[C@H](CC(=O)N1CCC(c3ccccc3)CC1)C2,-5
C=CCNc1nc(NCCOC)c2sc(-c3ccccc3)cc2n1,-6
CC1(C(=O)Nc2cccc(Oc3ccccc3)c2)Cc2c(-c3ccccc3)ccnc2O1 (centres undefined),-7
CC1(C(=O)NS(=O)(=O)Cc2ccccc2)CCN1C(=O)C1(c2ccc(Cl)cc2)CC1 (centres undefined),-7
COc1ccc(NC(=O)[C@@H]2O[C@H](CO)[C@H](O)[C@H](O)[C@H]2O)cc1F,-4
CCCCN(C=O)c1c(CC)nc2ccc(C(=O)NCCCn3ccnc3)cn12,0
O=C(C=Cc1ccc(O)c(O)c1)NCC(=O)NC(Cc1ccccc1)C(=O)O (centres undefined),-7
C[C@H](O)[C@@H]1C(=O)N2CCc3ccc(N4CCOCC4)cc3[C@@H]2C[C@@H]1N(C)C(=O)C(C)(C)C,-5
CCOc1ccc(NC(=O)CN(C)C(=O)CN2C(=O)c3ccc([N+](=O)[O-])cc3C2=O)cc1OCC,-6
O=C(Sc1n[nH]c(=O)[nH]c1=O)c1ccccc1,-4
COc1ccc2[nH]c3c(c2c1)CCN1C(=O)C(CC(=O)NCC24CC5CC(CC(C5)C2)C4)C[C@H](C(=O)N2CCOCC2)[C@@]31CCC1CCCC1 (some centres undefined),-1
COc1cc(C(=O)N2CCN(S(=O)(=O)c3cc(C)ccc3C)CC2)ccc1OCC(=O)N1CCOCC1,-4
CCN(CC)CCNC(=O)CN1C(=O)CSc2ccc(S(=O)(=O)N3CCOCC3)cc21,-4
CCCc1cc(=O)oc2cc(OCC(=O)NCCN3CCOCC3)c(Cl)cc12,-3
COc1ccc(N[C@@H]2CCN3C(=O)c4ccccc4[C@@H]3C[C@H]2O)cc1,-5
CCN(CC)c1ncnc2c1ncn2[C@H]1CN(Cc2ccccc2)C[C@@H](CO)O1,-5
O=C1NC[C@@H](CCCCN2CCN(CCc3ccccc3)C(=O)C2=O)N(CCC2CCCCC2)C1=O,-4
COc1ccc(CNC(=O)C[C@H]2C[C@H](C(=O)N3CCCCC3)[C@@]3(C)c4[nH]c5cc(CCC(=O)N(C)C)ccc5c4CCN3C2=O)cc1OC,-2
CCn1c(N)cc(=O)[nH]c1=S,-4
CCc1nc2ccc(C(=O)N(C)Cc3ccccc3)cn2c1N(C)Cc1ccc(OC)cc1,-6
CC1(C)CC[C@]2(C(=O)O)CC[C@]3(C)C(=CCC4[C@]56CC[C@@](O)(OC5)C(C)(C)C6CC[C@]43C)C2C1 (some centres undefined),-6
O=C(CSc1nc2cccc(F)c2c(=O)n1-c1ccccc1)Nc1ccc2c(c1)CCC2,0
CCN(CC)C(=O)[C@H]1C[C@H](CC(=O)NCc2cccc(C(F)(F)F)c2)C(=O)N2CCc3c([nH]c4cc(CCC(=O)N(C)C)ccc34)[C@]12C,-2
O=C(NCc1ccccc1)[C@H]1CCCN1C(=O)[C@@H]1CCCN1C(=O)c1ccc(Cl)cc1Cl,-8

# The list is partial; the hit share may differ from the screen's.
